Source: PubChem (several laboratories)
KCC2 mod = KCC2 (human) Cl- transport modulation. KCC2 cells, thallium flux FluoZin-2 fluorescence. B-score of Tl+ flux slope (higher = more flux/activation; lower = inhibition) at 10 µM. actives 2.2% (n = 190,000). AID 1456;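 active = thallium flux slope and its plate-corrected score both differing from the plate sample mean at a set confidence after two filtering rounds, in either direction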;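 also: slope of fluorescence scaled to starting intensity during 10 to 20 s after thallium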
TNF necrop inh = inhibitors of TNF-alpha induced necroptosis in Jurkat FADD-/- cells; actives 0.068% (n = 220,000); activation (protection from cell death), % at 10 µM; Jurkat FADD-/- TNF necroptosis rescue, ATP luminescence, 24 h; 0 = TNF only, 100 = no-TNF cells; AID 463075;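 active = activation, meaning protection from cell death, of at least 50% relative to plate controls; inactive = activation below 50%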;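 also: necroptosis triggered by 40 ng/mL TNF-alpha added together with compound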
zVAD death inh = L929 zVAD cell death inhibition. viability rescue, % at 10 µM. L929 zVAD necroptosis rescue, ATP luminescence, 24 h; with zVAD 60 µM. actives 0.38% (n = 220,000). AID 1377;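 active = activation, scaled between plate controls, above about 75%, limit read from the data; inactive = activation under that limit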;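 also: 0% = zVAD with DMSO and 100% = DMSO alone without zVAD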
Rad51 HR inh = Rad51 (human) homologous recombination inhibition. Q06609. hRad51 DNA strand exchange, fluorescence dequenching. inhibition, % at 10 µM. actives 0.085% (n = 200,000);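 active = inhibition above 40% at the single screening dose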;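 also: 0% = DMSO control wells and 100% = blanks with heterologous ssDNA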
Target sequence (Q06609 whole entry, looked up): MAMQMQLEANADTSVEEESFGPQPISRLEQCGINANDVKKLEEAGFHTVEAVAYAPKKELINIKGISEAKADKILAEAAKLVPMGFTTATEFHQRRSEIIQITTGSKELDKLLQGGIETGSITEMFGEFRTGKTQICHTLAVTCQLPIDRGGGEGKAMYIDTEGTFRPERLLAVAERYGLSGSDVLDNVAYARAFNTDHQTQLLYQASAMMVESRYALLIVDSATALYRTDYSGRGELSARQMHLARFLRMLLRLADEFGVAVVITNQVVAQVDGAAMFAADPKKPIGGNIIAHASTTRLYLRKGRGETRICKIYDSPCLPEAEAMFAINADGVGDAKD
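Test system: preformed human Rad51 ssDNA filaments. Compound dosing: single dose, 10 µM final compound. Incubation: filaments 15 min 37 °C, then compound 30 min. Technique: FRET fluorescence dequenching, excitation 485 nm, emission 520 nm. Read-out basis: percent inhibition from fluorescence, normalised to plate control and blank means. Benchmarks: plate controls and plate blanks.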
FXIIa inh = inhibitors of human coagulation factor XIIa | P00748 | purified FXIIa, Boc-QGR-AMC fluorogenic substrate, 2 h | inhibition, % at 5 µM | actives 0.3% (n = 220,000) | AID 800; in the data active = inhibition above about 40%;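 also: 0% = enzyme with no compound and 100% = blank without enzyme; many of its hits are not listed in these tables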
Hck Nef HTS = blocks Nef-activated human Hck kinase | Recombinant Hck-YEEI plus Nef, Z-Lyte FRET kinase assay | AID 463187 | inhibition, % at 20 µM | actives 0.68% (n = 220,000);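 active = Hck-Nef kinase inhibition above about 50%, limit read from the data; inactive = inhibition below that limit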;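 also: 0% = DMSO with Hck plus Nef and 100% = Hck alone without Nef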
Target sequence (P08631 whole entry, looked up): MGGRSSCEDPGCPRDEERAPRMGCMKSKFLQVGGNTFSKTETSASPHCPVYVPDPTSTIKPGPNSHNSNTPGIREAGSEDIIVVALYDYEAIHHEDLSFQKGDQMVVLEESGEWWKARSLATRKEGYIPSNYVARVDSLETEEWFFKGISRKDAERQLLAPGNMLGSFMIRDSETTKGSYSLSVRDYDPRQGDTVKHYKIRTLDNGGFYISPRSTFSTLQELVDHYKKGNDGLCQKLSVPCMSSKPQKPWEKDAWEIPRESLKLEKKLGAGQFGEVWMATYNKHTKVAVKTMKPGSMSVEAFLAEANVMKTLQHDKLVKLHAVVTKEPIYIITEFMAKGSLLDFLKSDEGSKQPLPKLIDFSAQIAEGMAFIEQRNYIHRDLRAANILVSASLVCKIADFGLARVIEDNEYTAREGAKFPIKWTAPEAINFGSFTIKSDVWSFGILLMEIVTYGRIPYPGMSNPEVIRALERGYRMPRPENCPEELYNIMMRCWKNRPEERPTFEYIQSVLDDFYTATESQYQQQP
hK5 inh = inhibitors of human kallikrein 5 | Q9Y337 | recombinant hK5, fluorogenic AMC substrate cleavage | inhibition, % at 5 µM | actives 0.59% (n = 210,000);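 active = inhibition of 40% or more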;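 also: 0% = enzyme controls without compound and 100% = no-enzyme blanks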
Target sequence (Q9Y337 67-293 limits assumed): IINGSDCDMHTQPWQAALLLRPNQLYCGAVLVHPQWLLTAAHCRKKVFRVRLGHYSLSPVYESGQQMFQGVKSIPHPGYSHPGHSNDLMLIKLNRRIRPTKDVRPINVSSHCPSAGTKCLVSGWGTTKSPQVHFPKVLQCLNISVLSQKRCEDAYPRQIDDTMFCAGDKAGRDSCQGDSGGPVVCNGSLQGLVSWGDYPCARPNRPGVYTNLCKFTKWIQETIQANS
FXIa inh 1536 = factor XIa (human) inhibition; purified FXIa, Boc-Glu-Ala-Arg-AMC fluorogenic substrate; inhibition, % at 5 µM; AID 798; P03951; actives 0.14% (n = 220,000);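 active = inhibition of at least 40%; inactive = inhibition below 40%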;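 also: fluorescence of freed AMC excited at 355 nm; 0% = enzyme without compound and 100% = no enzyme blank; many of its hits are not listed in these tables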
Thrombin inh = inhibitors of human thrombin; inhibition, % at 5 µM; alpha-thrombin, Boc-VPR-AMC fluorogenic substrate cleavage; actives 0.26% (n = 220,000);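 active = inhibition at or above 40%; inactive = inhibition below 40%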;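 also: 0% = enzyme with no compound and 100% = wells without enzyme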
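Test system: human alpha-thrombin; medium: pH 7.5 Tris-saline with Tween 20; times: reaction at room temperature; signal: AMC fluorescence at 355 nm excitation and 460 nm emission; also added: Boc-VPR-AMC substrate, 15 µM final; dosing: one concentration per compound, 5 µM, with 0.2% DMSO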
Numbers without * were called inactive. This is a subset. The share of hits here may be higher or lower than overall.

Screening O=S(=O)(N1CCCCC1)N1CCCN(S(=O)(=O)N2CCCCC2)CC1 returned TNF necrop inh -1.2, zVAD death inh 0.1, Rad51 HR inh -4, FXIIa inh 6, Hck Nef HTS 3, hK5 inh -1, FXIa inh 1536 1 and Thrombin inh -1.
`CCOC(=O)C(C)Oc1cccc2c(=O)n(CC(=O)N3CCN(C(=O)OCC)CC3)ccc12` (stereo not drawn) gave KCC2 mod -0.0042, TNF necrop inh 1.3, zVAD death inh 0.2, Rad51 HR inh -2, FXIIa inh -9, Hck Nef HTS 1, hK5 inh 0, FXIa inh 1536 2 and Thrombin inh 4.
Screening Cc1cc(S(=O)(=O)Nc2ccc3c(c2)n(C)c(=O)n3C)ccc1F returned KCC2 mod 0.61, TNF necrop inh -4.5, zVAD death inh 57, Rad51 HR inh -7, FXIIa inh 6, Hck Nef HTS 19, hK5 inh 5, FXIa inh 1536 -1 and Thrombin inh -9.
COC(=O)/C(NC(C)=O)=C(\C)c1ccc(Cl)cc1 was read as KCC2 mod -0.63, TNF necrop inh 2.1, Rad51 HR inh -5, FXIIa inh 10, Hck Nef HTS -7, hK5 inh 1, FXIa inh 1536 2 and Thrombin inh 1.
Screening CC(=O)CC(=O)Nc1ccc(C(N)=O)cc1 returned KCC2 mod 0.46, TNF necrop inh -0.1, zVAD death inh 4.0, Rad51 HR inh -18, FXIIa inh 2, Hck Nef HTS 19, hK5 inh -4, FXIa inh 1536 -7 and Thrombin inh 17.
O=C(COC(=O)c1cccs1)NC1CCCCC1 was read as KCC2 mod 0.56, TNF necrop inh 0.9, zVAD death inh 0.0, Rad51 HR inh 2, FXIIa inh 8, Hck Nef HTS 2, hK5 inh -2, FXIa inh 1536 -1 and Thrombin inh 0.
For O=C(Nn1c(-c2ccccc2)nc2ccccc2c1=O)C1CCC1 the results were KCC2 mod 0.38, TNF necrop inh 1.0, zVAD death inh 0.4, Rad51 HR inh -3, FXIIa inh 12, Hck Nef HTS 2, hK5 inh 12, FXIa inh 1536 1 and Thrombin inh 6.
Screening COc1ccc(N2CCN(C(c3ccc4ncccc4c3)c3nnnn3C(C)(C)C)CC2)cc1 (stereo not drawn) returned KCC2 mod 0.4, TNF necrop inh 2.1, zVAD death inh -0.1, Rad51 HR inh -3, FXIIa inh 12, Hck Nef HTS 19, hK5 inh 2 and FXIa inh 1536 3.
For CCOC(=O)c1ccc(NC(=O)Nc2ncc(Cl)cc2Cl)cc1 the results were TNF necrop inh 2.3, zVAD death inh 0.6, Rad51 HR inh 6, FXIIa inh 10, Hck Nef HTS 23, hK5 inh 0, FXIa inh 1536 0 and Thrombin inh 1.
For COC(=O)c1cc(Cl)c(N)cc1OC the results were KCC2 mod -0.19, TNF necrop inh 0.8, zVAD death inh 0.5, Rad51 HR inh -4, FXIIa inh 5, Hck Nef HTS -5, hK5 inh -3, FXIa inh 1536 -1 and Thrombin inh -5.

Looked up by structure from above (2):
For COC(=O)c1cc(Cl)c(N)cc1OC the results were KCC2 mod -0.19, TNF necrop inh 0.8, zVAD death inh 0.5, Rad51 HR inh -4, FXIIa inh 5, Hck Nef HTS -5, hK5 inh -3, FXIa inh 1536 -1 and Thrombin inh -5.
Screening CC(=O)CC(=O)Nc1ccc(C(N)=O)cc1 returned KCC2 mod 0.46, TNF necrop inh -0.1, zVAD death inh 4.0, Rad51 HR inh -18, FXIIa inh 2, Hck Nef HTS 19, hK5 inh -4, FXIa inh 1536 -7 and Thrombin inh 17.

Further structures follow.
For CCN(C(=O)c1sc(N)c(C#N)c1C)C1CCCCC1 the results were KCC2 mod 0.47, TNF necrop inh -2.5, zVAD death inh 0.6, Rad51 HR inh -6, FXIIa inh 14, Hck Nef HTS 0, hK5 inh 5, FXIa inh 1536 6 and Thrombin inh 5.
`CC(=O)Nc1ccc(N=Cc2c(O)c(C(=O)Nc3ccccc3)cc3ccccc23)cc1` gave KCC2 mod -0.76, TNF necrop inh -15, zVAD death inh 14, Rad51 HR inh inactive, FXIIa inh 5, Hck Nef HTS 69*, hK5 inh -5, FXIa inh 1536 -1 and Thrombin inh -5.
`CC(C)Cc1cc(C(=O)Nc2ccc(F)cc2F)no1` gave KCC2 mod -0.036, TNF necrop inh 2.7, zVAD death inh 0.6, Rad51 HR inh -4, FXIIa inh 9, Hck Nef HTS -6, hK5 inh 1, FXIa inh 1536 -2 and Thrombin inh -6.
Cc1ccc(C)c(C(=O)COC(=O)c2cc([N+](=O)[O-])ccc2NCCO)c1 was read as KCC2 mod -0.23, TNF necrop inh -1.6, zVAD death inh 2.0, Rad51 HR inh 5, FXIIa inh 11, Hck Nef HTS 3, hK5 inh -6, FXIa inh 1536 11 and Thrombin inh -3.
`O=C(Cn1cnc2ccccc21)NC(c1ccccc1)c1ccccc1` gave KCC2 mod 0.32, TNF necrop inh -1.1, zVAD death inh 0.2, Rad51 HR inh -2, FXIIa inh 17, Hck Nef HTS 0, hK5 inh 3, FXIa inh 1536 -13 and Thrombin inh 6.
For CCOC(=O)c1c(C)n(C)c2ccc(OC)c(NC(=O)CN3CCSCC3)c12 the results were KCC2 mod 1.7, TNF necrop inh -1.3, zVAD death inh 2.4, Rad51 HR inh -1, FXIIa inh 5, Hck Nef HTS -2, hK5 inh 21, FXIa inh 1536 -8 and Thrombin inh -7.
Screening COc1ccc(C(=O)/C=C/c2cccs2)c(OC(=O)c2cccc([N+](=O)[O-])c2)c1 returned TNF necrop inh -13, zVAD death inh -0.1, FXIIa inh -8, Hck Nef HTS 1, hK5 inh -22, FXIa inh 1536 -9 and Thrombin inh 7.
Screening Nc1ccccc1Nc1ccc([N+](=O)[O-])cc1[N+](=O)[O-] returned KCC2 mod 0.73, TNF necrop inh -0.7, zVAD death inh 0.9, Rad51 HR inh 7, FXIIa inh 17, Hck Nef HTS 3, hK5 inh -8, FXIa inh 1536 6 and Thrombin inh 5.
For COc1ccc(N2C(=O)CC(N3CCN(Cc4ccc5c(c4)OCO5)CC3)C2=O)cc1 (stereo not drawn) the results were KCC2 mod 0.65, TNF necrop inh 1.2, zVAD death inh 1.7, Rad51 HR inh 4, FXIIa inh 8, Hck Nef HTS 25, hK5 inh 2, FXIa inh 1536 4 and Thrombin inh -4.
Screening COc1cccc(C(=O)CN(C(=O)c2ccc(Cl)cc2Cl)N2C(=O)c3ccccc3C2=O)c1 returned KCC2 mod -0.65, TNF necrop inh 2.3, zVAD death inh 1.6, Rad51 HR inh 7, FXIIa inh 0, Hck Nef HTS 0, hK5 inh -16, FXIa inh 1536 1 and Thrombin inh -7.
Screening COc1ccccc1C(=O)NC(=S)Nc1ccc(NC(=O)c2ccco2)cc1 returned KCC2 mod 1.6, TNF necrop inh 3.5, zVAD death inh 0.8, Rad51 HR inh -25, FXIIa inh 14, Hck Nef HTS 12, hK5 inh -5, FXIa inh 1536 -2 and Thrombin inh 7.
Screening Cc1cccc(Nc2nnc(SCC(=O)c3ccc(Br)s3)s2)c1C returned KCC2 mod -4.3*, TNF necrop inh -0.7, zVAD death inh 0.3, Rad51 HR inh 11, FXIIa inh 16, Hck Nef HTS 5, hK5 inh -10, FXIa inh 1536 8 and Thrombin inh 4.
`Cc1cccc(S(=O)(=O)Nc2ccc3c(c2)OCCO3)c1` gave TNF necrop inh 1.7, zVAD death inh 0.5, Rad51 HR inh 4, FXIIa inh 9, Hck Nef HTS 7, FXIa inh 1536 5 and Thrombin inh -2.
Screening CCN(CC)c1ccc2c(C)c(-c3ccc(N)cc3)c(=O)oc2c1 returned KCC2 mod -5.1*, TNF necrop inh 3.2, zVAD death inh 23, FXIIa inh 1, Hck Nef HTS 7, hK5 inh -5, FXIa inh 1536 0 and Thrombin inh -4.
OCCCNCc1cccc2ccccc12 was read as TNF necrop inh -1.0, zVAD death inh 0.3, Rad51 HR inh 7, FXIIa inh -15, Hck Nef HTS 0, hK5 inh 15, FXIa inh 1536 -14 and Thrombin inh -6.
`CC(=O)Cc1nsc(NC(=O)c2cc(-c3cccc(C(F)(F)F)c3)oc2C)n1` gave KCC2 mod -2.3, TNF necrop inh 0.6, zVAD death inh 0.3, Rad51 HR inh 3, FXIIa inh -5, Hck Nef HTS 3, hK5 inh -2, FXIa inh 1536 -2 and Thrombin inh -4.
`Cc1ccc(OCC(=O)Nc2ccc3c(c2)OCO3)c([N+](=O)[O-])n1` gave KCC2 mod 1.9, TNF necrop inh 2.0, zVAD death inh 1.1, Rad51 HR inh -2, FXIIa inh -1, Hck Nef HTS -2, hK5 inh -17, FXIa inh 1536 -6 and Thrombin inh -12.
`Cc1ccnc(NS(=O)(=O)c2ccc(N3C(=O)Nc4ccccc4N3O)cc2)c1` gave KCC2 mod 0.042, TNF necrop inh -0.3, zVAD death inh -0.2, Rad51 HR inh 10, FXIIa inh 14, Hck Nef HTS 21, hK5 inh -1, FXIa inh 1536 6 and Thrombin inh 1.
CCn1c(SCC(=O)Nc2nc(C)cs2)nnc1C(C)NC(=O)c1ccccc1 (stereo not drawn) was read as TNF necrop inh 0.2, zVAD death inh 0.0, Rad51 HR inh -1, FXIIa inh 12, Hck Nef HTS 1, hK5 inh -7, FXIa inh 1536 4 and Thrombin inh 1.
Nc1nc(NCC2CCCO2)nc(Nc2ccccc2F)c1[N+](=O)[O-] (stereo not drawn) was read as KCC2 mod 0.25, TNF necrop inh 0.1, zVAD death inh 1.3, Rad51 HR inh 9, FXIIa inh 16, Hck Nef HTS 24, hK5 inh 6, FXIa inh 1536 5 and Thrombin inh 1.
For CCCCC(=O)NNC(=S)NC(=O)c1ccc([N+](=O)[O-])cc1 the results were KCC2 mod 2.4, TNF necrop inh 1.0, zVAD death inh 1.3, FXIIa inh 3, Hck Nef HTS 22, hK5 inh -20, FXIa inh 1536 -7 and Thrombin inh 20.
COc1cc(C(C2=C(O)CC(C)(C)CC2=O)C2C(=O)CC(C)(C)CC2=O)cc(OC)c1OC (stereo not drawn) was read as KCC2 mod -0.28, TNF necrop inh 0.0, zVAD death inh 2.6, Rad51 HR inh 25, FXIIa inh 7, Hck Nef HTS 31, hK5 inh 0, FXIa inh 1536 -1 and Thrombin inh 9.
`CCCCC(=O)Nc1cccc(NC(=O)C(C)C)c1` gave TNF necrop inh 1.0, zVAD death inh 0.1, Rad51 HR inh -12, FXIIa inh 15, Hck Nef HTS -2, hK5 inh -5, FXIa inh 1536 5 and Thrombin inh 0.
CCN1C(=O)C2C(c3cccc(F)c3)NC(CC)(C(=O)OC)C2C1=O (stereo not drawn) was read as KCC2 mod 0.43, TNF necrop inh 0.2, zVAD death inh -0.3, Rad51 HR inh 2, FXIIa inh 2, Hck Nef HTS 0, hK5 inh -5, FXIa inh 1536 -2 and Thrombin inh -2.
For Cc1ccc(Cc2cnc(NC(=O)c3ccco3)s2)cc1 the results were KCC2 mod -1.4, TNF necrop inh 0.6, zVAD death inh 0.8, Rad51 HR inh 6, FXIIa inh 14, Hck Nef HTS 5, hK5 inh -1, FXIa inh 1536 2 and Thrombin inh 0.
c1ccc2c(c1)Oc1cccc3cccc-2c13 was read as KCC2 mod -0.22, TNF necrop inh -0.7, zVAD death inh 0.3, FXIIa inh -5, Hck Nef HTS 20, hK5 inh -5, FXIa inh 1536 -4 and Thrombin inh 5.
